# From PubChem BioAssay
# TWEAK-Fn14 inh = inhibitors of TWEAK-Fn14 signaling, primary screen, luciferase reporter cells, uHTS. TWEAK-stimulated Fn14 reporter cells, luciferase luminescence, 8 h. inhibition, % at 10 µM. hit rate 2% among 360,000. AID 1159606, 2016; in the data active means inhibition above about 50%
# NR2E3 ag-1 = inhibitors of NR2E3-RetCOR corepressor binding, primary screen, NR2E3 agonist project, biochemical, TR-FRET, GST-NR2E3, biotin-RetCOR; hit rate 0.12% among 320,000; AID 2300, 2010; 1536-well; inhibition of corepressor binding, % at 4.78 µM;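 active means percent inhibition above the cutoff of mean plus 3 SD of all tested compounds, set per screening campaign, cut at about 20% in these data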;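 further: 0% = DMSO wells and 100% = biotin wells as full block of FRET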
# Target sequence (Q9Y5X4 whole entry, looked up): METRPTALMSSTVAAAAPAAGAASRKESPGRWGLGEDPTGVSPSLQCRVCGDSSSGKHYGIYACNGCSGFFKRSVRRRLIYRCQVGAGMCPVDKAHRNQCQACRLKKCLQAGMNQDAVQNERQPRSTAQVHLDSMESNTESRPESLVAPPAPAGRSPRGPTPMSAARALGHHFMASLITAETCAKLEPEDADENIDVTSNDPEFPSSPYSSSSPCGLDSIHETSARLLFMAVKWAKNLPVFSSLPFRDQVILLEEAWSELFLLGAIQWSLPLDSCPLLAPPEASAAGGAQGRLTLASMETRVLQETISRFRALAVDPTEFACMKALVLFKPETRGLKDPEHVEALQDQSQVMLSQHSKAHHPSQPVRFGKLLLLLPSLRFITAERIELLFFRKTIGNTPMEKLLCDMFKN
#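 Assay system: NR2E3–RetCOR corepressor complex. Quantity: 1.35 nM GST-NR2E3. Buffer or medium: pH 7.5 Tris-based buffer. Reagent: biotinylated RetCOR corepressor at 7 nM final. Schedule: 5 h at 4 °C. Detection: TR-FRET, emission read at 617 and 671 nm. Replicates: one well per compound, singlicate testing.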
# aDG glyco up = activators of alpha-DG glycosylation, primary screen, uHTS, Pro5-aDG cells, AlphaScreen. alpha-DG glycosylation AlphaScreen (IIH6); 0% Pro5, 100% B10-LARGE cell signal. activation, % at 10 µM. hit rate 0.22% among 360,000. AID 624168, 2012;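 active means activation of at least 8% versus controls, or a plate z-score of at least 8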;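 further: Pro5 are CHO cells carrying HIG-tagged alpha-DG that lacks glycosylation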
# KKLEB tox = cytotoxicity in KKLEB CF airway cells, primary screen, cytotoxicity control for CF NF-kB inhibitor project, cell-based, uHTS, fluorescence assay plates; KKLEB CF airway cells viability, ATPlite luminescence, overnight; active compounds read low; cells stimulated with P. aeruginosa culture filtrate; activity change (cytotoxicity), % at 5 µM; hit rate 0.36% among 360,000; AID 602141, 2011;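 active means corrected activity change at or below -50% at 5 µM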
# iPSC survival up = enhancers of single-cell hiPSC survival, primary screen, ATPlite luminescence; hit rate 0.044% among 360,000; 100% = ROCK inhibitor wells, 0% = DMSO; survival enhancement, % at 20 µM; in the data active means survival enhancement above about 18%;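 further: cells exposed to compounds for 16 hours before the ATP read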
# NR2E3 ag-2 = NR2E3 agonists in two-hybrid cells, primary screen, cell-based, luminescence, CHO-S, Gal4-NCOR/VP16-NR2E3; luciferase; inhibition of corepressor binding, % at 3.98 µM; hit rate 0.35% among 360,000; AID 602229, 2012;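 active means inhibition above the mean of all tested compounds plus 3 SD, cut at about 70% in these data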;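 further: 0% = DMSO with NR2E3 transfected cells and 100% = cells lacking NR2E3 construct; higher means lower luciferase signal from less NR2E3 corepressor binding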
# CF NFkB block = inhibitors of PAF-induced NF-kB signaling, primary screen, cell-based, GFP fluorescence, uHTS; KKLEB NF-kB-GFP reporter, GFP fluorescence overnight; inhibition, % at 5 µM; hit rate 0.86% among 360,000; AID 588850, 2011;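 active means at least 50% inhibition at 5 µM, scaled per plate between neutral and stimulator controls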;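 further: PAF is a Pseudomonas aeruginosa culture filtrate used as stimulus; plate controls were PAF-stimulated DMSO wells for no effect and unstimulated DMSO wells for full effect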
# HIF-2a block = HIF-2a reporter inhibitors, primary screen, luminescence, 786-0 RCC cells; 786-0 RCC cells HIF-2a reporter, luciferase luminescence, overnight; inhibition, % at 18.8 µM; hit rate 0.72% among 360,000;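 active means inhibition of the luminescence signal of 40% or more relative to plate controls, in a single-dose primary screen at 18.75 µM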
# Shn3 3UTR inh = reduction of Shn3 3'UTR firefly luciferase signal, primary screen, Schnurri-3 inhibitor project, cell-based, Clone20 osteoblasts, set 2 | AID 588674, 2011 | inhibition, % at 12.5 µM | hit rate 0.52% among 360,000 | Clone20 osteoblast Shn3 3'UTR firefly luciferase, 24 h;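 active means mean inhibition of at least 75% with every replicate also reaching 75%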;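 further: 0% = median of neutral control wells and 100% = pilot-screen positive control compound; some compounds past the cut are filed as inactive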
# MITF TRPM1 inh = inhibitors of MITF-dependent TRPM1 promoter reporter, primary screen, cell-based, SK-MEL-5, single point, luciferase | inhibition, % at 12.5 µM | AID 488899, 2010 | SK-MEL-5 TRPM1 promoter luciferase, 24 h | hit rate 0.83% among 330,000;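 active means mean inhibition across replicates of 60% or more, whatever share of single replicates reaches that level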; further: values of inactives mirror those of a sister screen read the other way
# Peg3 prom inh = Peg3 promoter-driven luciferase inhibitors, primary screen, cell-based, HeLa, luciferase luminescence; HeLa PEG-Prom luciferase reporter, overnight; hit rate 1.7% among 360,000; inhibition, % at 20 µM;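 active means inhibition of at least 50% at 20 µM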
# Starred values were filed as active, the others as inactive; x = no result given.
SMILES,TWEAK-Fn14 inh,NR2E3 ag-1,aDG glyco up,KKLEB tox,iPSC survival up,NR2E3 ag-2,CF NFkB block,HIF-2a block,Shn3 3UTR inh,MITF TRPM1 inh,Peg3 prom inh
CC1=NN(C(C#N)c2ccccc2C)C(c2ccccc2)C1 (stereo not given),-9.5,-0.5,0.1,1.8,1.1,-15.0,-7.8,17.5,9.0,4.0,14.7
COc1ccc(NC(=O)COC(=O)c2ccc(O)cc2)c([N+](=O)[O-])c1,-16.8,-3.3,-0.2,3.8,-0.8,-14.7,-16.6,-9.8,-1.9,-5.1,-12.9
CC(C)(C)C1CCC2(CC1)C(C#N)=C(SCC(=O)NC1CCCCC1)NC(=O)C2C#N (stereo not given),24.2,-2.0,0.0,-8.0,-3.5,-13.1,21.4,5.7,-10.6,7.2,35.5
COc1ccc(-c2cn[nH]c2-c2ccc(OC)cc2)cc1,80.3*,-1.7,0.1,-17.4,-0.4,-74.2,88.0*,27.6,19.9,4.0,27.3
CCOC(=O)c1ccc(NC(=O)NC2=NCCS2)cc1,2.3,x,-0.1,-9.3,-3.0,-118.2,13.7,-189.9,-55.4,x,-315.8
Brc1ccc(-c2cn3ccccc3n2)s1,13.0,3.1,0.3,4.3,-4.0,-193.0,-22.3,-101.2,-4.2,4.6,-83.2
CCN1CCOC(CC(=O)Nc2ccc([N+](=O)[O-])cc2)C1=O (stereo not given),14.2,-2.3,-0.2,8.2,-0.5,2.1,-3.1,18.3,1.0,-2.6,0.7
Cc1ccc(C)c(NC(=S)NCc2ccccc2)c1,5.0,2.2,0.2,-1.5,-0.4,12.6,11.1,-1.9,-35.9,6.4,7.5
COc1ccc(-c2noc(N3CCC(C(=O)NCCCN4CCC(C)CC4)CC3)n2)cc1,1.5,-0.8,0.2,3.3,-2.4,9.7,2.0,-40.1,19.9,1.4,-33.2
CCc1ccc(CNC(=O)CCC(=O)N2Cc3cccc(OC)c3Oc3ncccc32)cc1,-13.3,-1.1,0.4,1.4,1.5,3.7,-10.1,0.2,-11.5,2.6,18.8
CCOc1cc(/C=C2\SC(=S)N(N3CCOCC3)C2=O)ccc1O,-17.6,3.7,0.1,-4.8,-0.9,-2.5,8.5,9.3,x,1.7,6.9
C=CCN1C(=NC(=O)COc2ccc(Cl)cc2)SC2CS(=O)(=O)CC21 (stereo not given),-16.4,-2.4,0.4,3.9,-0.2,-11.3,-2.1,4.5,11.2,6.6,-4.8
CC(C)(C)c1nnc(NC(=O)CCC2CCCCC2)s1,-12.4,x,0.0,9.6,-2.1,-7.7,-18.4,-37.0,-32.9,x,-44.5
CC1CC(C)CN(c2ccc(-n3cnnn3)cc2[N+](=O)[O-])C1 (stereo not given),8.6,0.6,-0.4,-3.5,3.1,-3.3,0.7,-11.3,-3.2,27.5,-20.8
Clc1ccc(/C=C/c2nc3ccccc3[nH]2)cc1,81.4*,1.8,0.5,-73.8*,-4.3,-104.4,-14.5,-46.0,0.2,18.7,-50.4
CN(CC(=O)Nc1ccccc1Cl)C(=O)c1cc(C2CC2)nn1-c1ccccc1,-5.0,-1.0,0.2,-31.1,0.4,21.9,-5.5,0.3,-25.4,7.3,18.4
CN(C)S(=O)(=O)c1ccc(S(=O)(=O)N2CCN(CCC#N)CC2)cc1,-4.4,1.8,-0.1,4.3,2.1,3.9,-8.3,6.0,-3.7,x,-6.7
CCOC(=O)N1CCN(/C=C(\C#N)c2nc3ccccc3s2)CC1,-22.9,-3.4,-0.1,-6.0,-1.5,-51.1,-36.6,-156.2,-29.7,9.5,-91.8
CCOC(=O)C1(c2ccccc2)NC(c2ccccc2C)C2C(=O)N(c3ccc4c(c3)OCO4)C(=O)C21 (stereo not given),-8.9,2.2,-0.1,2.4,0.7,-11.1,15.4,16.8,13.2,8.0,-1.0
c1ccc2c(c1)CCN(C1CCCCC1)C2,13.5,1.9,0.0,8.4,-0.4,-10.2,-12.7,16.2,-5.7,13.3,10.2
O=C(COC(=O)/C=C/c1cccc(Br)c1)NCCC1=CCCCC1,-13.8,-2.0,-0.2,-3.1,1.6,7.6,-6.1,2.9,-3.4,-0.8,3.1
COc1cc(CNCc2ccccn2)ccc1OCc1ccccc1Cl,-0.8,-3.1,0.9,7.5,-1.1,-10.6,2.0,-72.3,16.0,-5.3,-62.9
CC(C)NC(=O)CN1CCC(c2nc3ccccc3[nH]2)CC1,-4.9,0.1,0.0,2.9,0.2,-26.0,7.8,4.6,4.9,-1.8,-9.1
Cc1ccc(NC(=O)CCN2C(=O)c3cccc4cccc(c34)C2=O)cc1,-19.5,-1.0,-0.3,13.1,2.7,-15.2,-39.8,-2.2,30.6,0.6,14.8
CCOC(=O)c1c(S(=O)(=O)NCc2ccc(C)o2)c(C)n(C)c1C,-8.0,7.3,-0.5,5.8,-0.6,10.2,-8.0,8.0,-13.0,2.4,-3.2
Cc1ccc(S(=O)(=O)N2CCC(C(=O)OCC(=O)N(C)C3CCCCC3)CC2)cc1C,-2.5,-1.8,-0.3,-6.3,-0.7,12.6,19.2,4.0,-18.5,5.8,7.8
COc1ccc(-n2c(SCC(=O)N3CCOCC3)nc(O)c(Cc3ccccc3)c2=O)cc1,15.5,3.2,0.1,8.7,0.3,-50.3,-3.5,-5.8,-25.9,9.8,10.6
CC(=O)c1c(COC(=O)c2ccccc2Cl)nc2ccccc2[n+]1[O-],10.7,0.6,-0.1,-5.1,0.5,20.7,9.3,12.9,-7.5,-0.8,7.4
Nc1nonc1C(=O)NCCNCc1ccccc1OCc1ccc(F)cc1,19.3,-1.8,0.9,4.8,0.0,-5.0,0.5,-10.2,-5.3,-1.7,9.8
O=C(O)CN1C(=O)/C(=C\c2cn(-c3ccccc3)nc2-c2ccccc2)SC1=S,1.8,-4.1,-0.3,9.5,1.2,-21.4,-9.7,13.4,-22.4,-10.4,15.1
COc1ccc(NC(=O)C2C3CCC(O3)C2C(=O)O)cc1OC (stereo not given),2.3,1.9,-0.1,3.7,1.3,-3.8,-25.3,-3.8,-103.1,x,-7.8
N#Cc1sc2nc(-c3ccccc3)cc(C(F)(F)F)c2c1N,-3.7,x,0.0,-3.0,1.3,0.6,-11.4,16.1,9.7,9.9,16.9
Cn1c(=O)c(Cc2ccccc2)c(O)c2ccccc21,-7.5,-0.9,-0.2,1.1,-0.7,-0.8,6.1,-6.6,-19.8,3.4,10.8
O=C(Nc1ccccc1)/C(=C\c1cccs1)NC(=O)c1ccccc1,11.1,5.0,-0.1,7.4,-0.2,-1.8,-9.4,22.9,-11.0,-8.4,15.0
COc1ccc(CC(=O)OCC(=O)NC2CCCCC2)cc1,5.9,1.9,-0.1,15.3,0.3,-29.3,-1.0,10.9,-10.0,-1.3,-0.7
COc1cccc(-c2cc(C(F)(F)F)nc(N3CCC(C)CC3)n2)c1,6.5,-2.5,-0.1,0.8,16.9,-6.4,-7.9,5.7,-2.8,15.5,-2.3
CCC(=O)OCC(=O)N=c1sccn1Cc1ccccc1Cl,-1.9,-2.7,-0.3,-20.2,-0.3,-8.3,18.4,16.9,-1.8,10.1,13.8
CCOP(=O)(OCC)C(C)(C)NC(=O)c1cc([N+](=O)[O-])cc([N+](=O)[O-])c1,1.7,0.6,-0.1,-12.0,-1.3,8.2,1.4,19.7,4.7,2.0,2.3
CSCCC(NC(=O)c1ccc(Cl)cc1Cl)C(=O)N1CCCCCCC1 (stereo not given),23.4,x,0.5,2.2,-0.2,1.1,-15.0,4.9,-0.6,-1.7,27.6
CCCOC(=O)C1=C(C)N(C)C(=O)NC1c1cc2c(cc1[N+](=O)[O-])OCO2 (stereo not given),-2.8,-1.0,0.1,6.7,-0.2,-10.3,-8.4,5.3,-7.9,9.0,-0.3
CC(C)(C)c1ccc(-c2cc(N)n[nH]2)cc1,47.0,-2.0,9.7*,1.8,-0.1,-36.8,3.4,87.1*,32.6,94.7*,-75.7
C1CSC2(N1)C1CC3CC(C1)CC2C3 (stereo not given),7.6,-3.9,0.0,9.8,-1.9,-23.5,-5.3,5.4,-12.1,2.7,16.2
O=C(CN1C(=O)CSc2ccccc21)N/N=C/c1ccco1,-19.4,-0.6,-0.1,2.3,1.4,-24.9,5.8,13.5,11.0,-10.0,-1.1
N#Cc1nc(-c2ccco2)oc1N1CCC(Cc2ccccc2)CC1,-17.9,5.5,-0.2,-5.8,-0.9,-24.9,-2.8,-11.9,2.1,6.9,1.1
C/C(=N\NC(=O)c1ccccc1)c1nc2ccccc2n1C,-2.0,-1.2,0.0,3.4,-0.4,12.2,12.8,-1.8,-14.4,-10.1,-11.3
Clc1cccc(-c2nc3ccc(Br)cn3c2Cc2ccsc2)c1,-14.6,x,0.2,-11.3,-0.8,-52.4,-14.7,-211.3,-28.6,x,-165.1
O=C(Nc1cc(C(F)(F)F)ccc1N1CCCC1)C1=COCCO1,3.2,-0.6,-0.3,-10.7,0.1,-34.4,18.6,10.1,9.1,-6.8,2.8
Cc1cnc(CNC(=O)c2ccc3nc([C@@H]4O[C@H](CO)[C@H](O)[C@H](O)[C@H]4O)[nH]c3c2)cn1,6.8,x,-0.2,3.6,-3.0,15.0,-3.4,5.2,-0.1,x,-6.4
CCC(C(=O)NCCc1ccc(C)cc1)n1nc(C)c2c(C)n(-c3ccccc3)nc2c1=O (stereo not given),-6.1,6.2,0.1,4.7,-0.3,0.2,-0.6,5.7,13.9,-1.1,17.3
CCOc1ccc(C2/C(=C(/O)c3ccc(OC)cc3)C(=O)C(=O)N2c2cc(C)on2)cc1OC (stereo not given),20.1,-4.0,-0.4,6.8,-1.6,-2.9,-4.9,11.7,7.4,-9.4,2.5
Fc1ccc(C2CC(c3ccccc3)n3ncnc3N2)cc1 (stereo not given),1.3,2.6,-0.2,2.6,0.1,-4.1,-4.2,13.6,6.3,4.3,-0.6
CC(C)CCNC(=O)CCC(=O)NNc1nc2ccccc2c2nc(-c3ccccc3)nn12,22.8,-2.5,-0.2,7.7,0.2,-7.9,-26.1,12.5,10.4,21.6,25.7
Clc1ccc(OCc2nnc(SCc3nc4ccccc4[nH]3)n2Cc2ccco2)cc1,-11.2,-2.4,0.6,5.2,-0.6,-7.0,-6.0,4.9,67.2,21.3,5.7
